# High-throughput results: PubChem BioAssay, several laboratories
# TRPC4 agonist: TRPC4 (mouse) channel activation; Q9QUQ5; HEK293 TRPC4beta/mu-opioid, Fluo4 calcium fluorescence; hits give high values; B-score at 10 µM; actives 0.49% (n = 310,000);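 active means B-score above 5 SD of library B-scores, and initial fluorescence ratio not above library mean plus 5 SD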;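 further: positive B-score marks a calcium rise read as TRPC4 activation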
#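 Assay system: HEK293 stable line with TRPC4beta plus mu-opioid receptor; schedule: 45 min room-temperature Fluo4 loading, 110 s read; technique: kinetic Fluo4 calcium fluorescence; evaluation: integrated baseline-normalised fluorescence ratio, converted to per-well B score; controls: buffer (low) and maximal DAMGO (high)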
# MrgX1 ag: activates human MrgX1 receptor signaling; Q96LB2; actives 0.44% (n = 310,000); B-score at 10 µM; MrgX1-HEK293 cells, Fluo-4 calcium fluorescence, agonist mode; hits give high values;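 active means calcium response B-score plate-corrected fluorescence ratio at least 3 library SD, with starting fluorescence B-score inside 5 SD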
#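 System – MrgX1-expressing HEK293 cells · Incubation – cells plated overnight, dye loaded 0.5 h 37 °C, 0.5 h room temperature · Technique – kinetic Fluo-4 NW fluorescence of intracellular calcium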
# PolyA inhibitor: inhibitors of polyadenylation in S. cerevisiae. actives 0.02% (n = 300,000). calls only at 12 µM. AID 1875. S. cerevisiae SKY197-pL101 polyadenylation reporter, beta-gal luminescence; efflux-impaired pdr1/pdr3 knockout yeast; score 100 = 6 SD above DMSO;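 active means lowest replicate activity score at least 50, where 100 means six control SD above control mean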;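 further: yeast exposed to compound for 9 h at 30 °C; higher score means more reporter readthrough which indicates perturbed polyadenylation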
# TRPC6 act: activates the mouse TRPC6 cation channel | HEK293-TRPC6 membrane potential dye fluorescence; hits give high values | B-score at 10 µM | AID 2550 | Q61143 | actives 0.13% (n = 310,000);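 active means B-score of the integrated fluorescence ratio above library mean plus 3 SD, and starting fluorescence ratio within library mean plus 5 SD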;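 further: higher score means more depolarization so channel activation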
# Target sequence (Q61143 whole entry, looked up): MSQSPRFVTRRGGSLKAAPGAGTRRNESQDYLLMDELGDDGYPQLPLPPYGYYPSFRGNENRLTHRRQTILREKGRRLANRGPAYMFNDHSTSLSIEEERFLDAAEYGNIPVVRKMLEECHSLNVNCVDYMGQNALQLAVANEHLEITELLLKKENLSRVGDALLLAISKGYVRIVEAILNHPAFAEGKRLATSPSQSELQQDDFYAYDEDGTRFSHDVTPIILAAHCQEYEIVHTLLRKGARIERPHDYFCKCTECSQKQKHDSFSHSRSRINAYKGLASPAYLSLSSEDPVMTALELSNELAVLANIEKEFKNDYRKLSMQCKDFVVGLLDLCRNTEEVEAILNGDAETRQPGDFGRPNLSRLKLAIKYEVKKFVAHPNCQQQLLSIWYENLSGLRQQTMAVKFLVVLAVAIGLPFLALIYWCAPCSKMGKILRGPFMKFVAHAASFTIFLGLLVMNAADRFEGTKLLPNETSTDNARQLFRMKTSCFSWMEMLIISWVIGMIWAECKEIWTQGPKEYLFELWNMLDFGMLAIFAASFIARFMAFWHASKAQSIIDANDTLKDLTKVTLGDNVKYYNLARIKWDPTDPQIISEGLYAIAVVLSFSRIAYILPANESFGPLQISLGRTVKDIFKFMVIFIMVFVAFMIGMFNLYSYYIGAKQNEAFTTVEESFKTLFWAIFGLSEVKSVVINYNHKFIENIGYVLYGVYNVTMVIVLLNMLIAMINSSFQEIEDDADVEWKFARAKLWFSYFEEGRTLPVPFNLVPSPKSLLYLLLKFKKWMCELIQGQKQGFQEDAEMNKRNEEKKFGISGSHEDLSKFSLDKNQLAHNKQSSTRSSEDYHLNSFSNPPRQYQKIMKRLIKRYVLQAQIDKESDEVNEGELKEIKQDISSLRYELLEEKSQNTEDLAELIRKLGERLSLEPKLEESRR
# AI-2 QS modul: modulates the Vibrio harveyi AI-2 quorum sensing system; Vibrio harveyi JMH597 AI-2 luminescence/OD600 ratio, 9 h; hits give low values; strain lacks LuxN and CqsS sensors; 0 = neutral-control median; activity change, % at 7.5 µM; actives 0.4% (n = 300,000); in the data active means activity change below about -75%, passing the limit was not always enough;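 further: luminescence divided by OD600 gain over 9 h not by final OD600 alone; inactives centre near 13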
# MrgX1 PAM: allosterically activates human MrgX1 receptor signaling | Q96LB2 | MrgX1-HEK293, Fluo-4 calcium flux, FDSS; hits give high values | B-score at 10 µM | actives 0.63% (n = 310,000);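 active means plate-corrected calcium response at least 3 library SD above typical, normal starting fluorescence, not activating the receptor alone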;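 further: compound read alongside a low EC10 to EC30 dose of BAM8-22 agonist; peak minus trough fluorescence over baseline measured at the second addition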
# TRPC4 potent: allosterically enhances the mouse TRPC4 cation channel. Q9QUQ5. actives 0.42% (n = 310,000). HEK293 TRPC4beta/mu-opioid, DAMGO EC20, Fluo-4 Ca2+ flux; hits give high values. B-score at 10 µM;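 active means B-score of calcium response area above 5 SD of library B-scores, with initial fluorescence ratio within 5 SD of library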;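 further: B-score of integrated fluorescence ratio over time as area under calcium response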
# TRPC6 inh: blocks the mouse TRPC6 cation channel; Q61143; HEK293-TRPC6, membrane potential dye, ACh-evoked depolarization; hits give low values; B-score at 10 µM; actives 1.1% (n = 310,000);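 active means B-score under library mean minus 3 SD, initial fluorescence not abnormally high, positive integrated signal ratio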;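 further: B-score derived from integrated fluorescence ratio over the kinetic read; more negative B-score means stronger inhibition of depolarization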
# MrgX1 antagonist: blocks BAM8-22 activation of human MrgX1 receptor; AID 588676; actives 1.3% (n = 310,000); MRGX1-HEK293 calcium flux, Fluo-4, BAM8-22 antagonism; hits give low values; Q96LB2; B-score at 10 µM;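 active means calcium-response B-score plate-corrected more than 3 library SD below zero, starting fluorescence within 5 deviations, no agonist response on first addition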;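 further: peak minus trough fluorescence over baseline after final BAM8-22 challenge near maximal dose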
# HIF act: HIF pathway transcriptional activation; U2OS HRE-luciferase reporter, luminescence; normalized: DMSO 0%, desferrioxamine 100%; activation, % at 7.5 µM (by protocol); actives 0.32% (n = 300,000);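 active means mean activation of at least 10% of the iron chelator positive control signal, with at least half of replicates also reaching 10%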
# TRPC4 block: blocks the mouse TRPC4 cation channel | Q9QUQ5 | AID 2247 | B-score at 10 µM | HEK293 TRPC4beta/mu-opioid, DAMGO-evoked Fluo4 calcium flux; hits give low values | actives 0.39% (n = 300,000);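 active means B-score over 3 SD under the library average, no early fluorescence shift, positive overall ratio signal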
#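 test system = HEK293 cells with stable TRPC4beta plus mu-opioid receptor expression | detection = Fluo4 Ca2+ flux fluorescence | read-out = integrated fluorescence ratio relative to baseline, converted to per-well B score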
# * = called active by the depositor; i = inactive; x = not tested or not shown.
SMILES,TRPC4 agonist,MrgX1 ag,PolyA inhibitor,TRPC6 act,AI-2 QS modul,MrgX1 PAM,TRPC4 potent,TRPC6 inh,MrgX1 antagonist,HIF act,TRPC4 block
CC1CN(S(=O)(=O)c2cccc(C(=O)NCCCn3ccnc3)c2)CC(C)O1 (configuration not stated),i,i,i,i,30,i,i,i,i,-1.4,i
Cc1cccc(NC(=O)[C@@H](NC(=O)[C@@H]2Cc3ccccc3CN2)C(C)C)c1,i,i,i,i,-5,i,i,i,i,0.7,i
COc1cccc(-c2nc(CS(=O)CC(=O)NC(C)CCc3ccccc3)c(C)o2)c1 (configuration not stated),i,i,i,i,2,i,i,i,i,0.6,i
O=C(Nc1ccc2c(c1)OCO2)c1cc(-c2ccc(O)cc2)on1,i,i,i,i,31,i,i,i,i,-19,i
O=C1C2C3C=CC([C@@H]2C(=O)N1Cc1cccnc1)C31CC1 (some centres not stated),i,i,i,i,-11,i,i,i,i,0.3,i
Cc1cccc(NC(=O)NCc2ccc3c(c2)OCO3)c1,i,i,i,i,-87*,i,i,i,i,2.3,i
CCC1CCCCN1C(=O)c1ccc(OC2CCN(C(=O)CCOC)CC2)cc1 (configuration not stated),i,i,i,i,2,i,i,i,i,2.1,i
Nc1cc(C2CCCC2)nn1-c1ccccc1,i,i,i,i,13,i,i,i,i,-0.3,i
Cc1ccc(C2C(C(=O)c3sc(C)nc3C)=C(O)C(=O)N2CCN(C)C)o1 (configuration not stated),i,i,i,i,15,i,i,i,i,0.1,i
CSCC[C@H](NC(=O)Nc1ccc(Oc2ccccc2)cc1)C(=O)O,i,i,i,i,3,i,i,i,i,0.6,i
CC(=O)Nc1ccc(NC(=O)c2cc(C)nn2-c2ccccc2)cc1,i,i,i,i,15,i,i,i,i,-0.1,i
CC(=O)NS(=O)(=O)c1ccc(NC(=O)CCC2CCCC2)cc1,i,i,i,i,-3,i,i,i,i,-0.3,i
COCCNC(=O)c1ccccc1NC(=O)c1ccc(Cl)c(S(=O)(=O)Nc2ccc(C)cc2C)c1,i,i,i,i,42,i,i,i,i,-0.4,i
N#CC1=C(N)Oc2cc(N)ccc2C1C1CCCCC1 (configuration not stated),i,i,i,i,28,i,i,i,i,0.1,i
CCN(CC)CCNC(=O)C1c2cc(OC)c(OC)cc2C(=O)N(C)C1c1cccs1 (configuration not stated),i,i,i,i,27,i,i,i,i,-0.1,i
CC1(c2ccc(OC(F)F)cc2)NC(=O)N(CC(=O)Nc2ccc3[nH]c(=O)[nH]c3c2)C1=O (configuration not stated),i,i,i,i,16,i,i,i,i,-0.9,i
COc1ccc(N2Cc3cccc(C(=O)N4CCOCC4)c3C2=O)cc1,i,i,i,i,10,i,i,i,i,-0.1,i
COC(=O)C(=C/C=C/N1CCOCC1)C(=O)OC,i,i,i,i,24,i,i,i,i,-0.2,i
CCOC(=O)N1CCN(C(=O)CSc2nc3c(cnn3-c3ccc(Cl)cc3)c(=O)[nH]2)CC1,i,i,i,i,28,i,i,i,i,-0.3,i
CC(C)[C@H](NC(=O)[C@H](CC(=O)O)NC(=O)[C@H](CCCCN)NC(=O)[C@@H](N)CCCN=C(N)N)C(=O)N[C@@H](Cc1ccc(O)cc1)C(=O)O,i,i,i,i,29,i,i,i,i,0.6,i
O=C(Cn1ccc2ccccc2c1=O)NCCC(=O)Nc1cccc(Cl)c1,i,i,i,i,31,i,i,i,i,-0.4,i
O=C1C2CCCCC2C(=O)N1c1ccc(NC2CCCCC2)c([N+](=O)[O-])c1 (configuration not stated),i,i,i,i,33,i,i,i,i,-0.1,i
CCCCn1c(=N)n(CC(O)COc2ccc(C)cc2)c2ccccc21 (configuration not stated),i,i,i,i,15,i,i,i,i,-0.7,i
Fc1ccccc1/C=N/Nc1ncnc2ccccc12,i,i,i,i,41,i,i,i,i,3.3,i
COc1ccc(CN2CCn3ncc(C(=O)Nc4ccccc4)c3C2=O)cc1,i,i,i,i,11,i,i,i,i,2.0,i
CCOC(=O)c1cc2[nH]c3ccccc3c2[n+](-c2ccc([N+](=O)[O-])cc2)c1C,i,i,i,i,16,i,i,-7.6*,i,-0.2,i
Cn1c(=S)[nH]c2c(c1=O)C(C)(C)Cc1ccccc1-2,i,i,i,i,13,i,i,i,i,0.0,i
O=C(/C=C/c1ccc(S(=O)(=O)N2CCOCC2)cc1)NC(=S)NCCCn1ccnc1,i,i,i,i,25,i,i,i,i,-1.2,i
CSCCCN1CCC(n2nccc2NC(=O)CCCc2ccccc2)CC1,i,i,i,i,10,i,i,i,i,-0.4,i
COc1ccc(OC)c(NC(=O)CSc2ccc3nnc(-c4ccccn4)n3n2)c1,i,i,i,i,3,i,i,i,i,-0.2,i

# An excerpt of these results, with values under each structure:
# Every second line gives: TRPC4 agonist, MrgX1 ag, PolyA inhibitor, TRPC6 act, AI-2 QS modul, MrgX1 PAM, TRPC4 potent, TRPC6 inh, MrgX1 antagonist, HIF act, TRPC4 block
- COc1ccc(CN2CCn3ncc(C(=O)Nc4ccccc4)c3C2=O)cc1
→ i, i, i, i, 11, i, i, i, i, 2.0, i
- CCOC(=O)c1cc2[nH]c3ccccc3c2[n+](-c2ccc([N+](=O)[O-])cc2)c1C
→ i, i, i, i, 16, i, i, -7.6*, i, -0.2, i
- Cn1c(=S)[nH]c2c(c1=O)C(C)(C)Cc1ccccc1-2
→ i, i, i, i, 13, i, i, i, i, 0.0, i
- O=C(/C=C/c1ccc(S(=O)(=O)N2CCOCC2)cc1)NC(=S)NCCCn1ccnc1
→ i, i, i, i, 25, i, i, i, i, -1.2, i

# The listing continues.
SMILES,TRPC4 agonist,MrgX1 ag,PolyA inhibitor,TRPC6 act,AI-2 QS modul,MrgX1 PAM,TRPC4 potent,TRPC6 inh,MrgX1 antagonist,HIF act,TRPC4 block
O=C(NCCN1C(=O)S/C(=C\c2ccc(F)cc2)C1=O)c1cccc(S(=O)(=O)N2CCOCC2)c1,i,i,i,i,-1,i,i,i,i,1.8,i
c1ccc2c(CSc3nnc(-c4ccncc4)o3)cccc2c1,i,i,i,i,-83*,i,i,i,i,-0.3,i
O=C(O)C1CCCN1S(=O)(=O)c1ccc2ccccc2c1 (configuration not stated),i,i,i,i,32,i,i,i,i,-0.4,i
CCCCNC(=S)NNC(=O)c1csc2c1CCC(C)C2 (configuration not stated),i,i,i,i,14,i,i,i,i,0.6,x
CCCOc1ccc(-c2c(C(=O)N/N=C/c3ccsc3)nnn2-c2nonc2N)cc1,i,i,i,i,41,i,i,i,i,-0.3,i
NC(=O)CCS(=O)(=O)CCN1CCCCC1,i,i,i,i,13,i,i,i,i,0.0,i
COc1ccc(-c2noc(CSc3ccc(C)cc3)n2)cc1,i,i,i,i,-3,i,i,i,i,1.5,i
Cn1c(=O)c2c(nc(-n3ccnc3)n2Cc2ccc([N+](=O)[O-])cc2)n(C)c1=O,i,i,i,i,17,i,i,i,i,-0.9,i
Cc1cc(Nc2cc(C)on2)n2ncnc2n1,i,i,i,i,9,i,i,i,i,-0.2,i
c1ccc(OCCOCCSc2ncccn2)cc1,i,i,i,i,-10,i,i,i,i,0.5,i
Cc1cccc(C)c1OCCN1C(=O)NC(C)(c2ccccc2)C1=O (configuration not stated),i,i,i,i,17,i,i,i,i,-0.4,i
Cc1ccc(F)c([C@H]2C3C=CCC(c4ccccc4)C3C(=O)N2Cc2ccccc2)c1 (some centres not stated),i,i,i,i,13,i,i,i,i,-0.5,i
Cc1cccc(C)c1OCC(=O)Nc1ccc(S(=O)(=O)Nc2ccccn2)cc1,i,i,i,i,-28,i,i,i,i,-0.2,i
CSc1ccc(NC(=O)Nc2ccc(C(=O)NCC(=O)O)cc2)cc1,i,i,i,i,2,i,i,i,i,0.8,i
Cc1cc(Nc2cnc3ccccc3n2)n(-c2ccccc2)n1,i,i,i,i,17,i,i,i,i,0.0,i
O=C(Nc1ccc2c(c1)CCC2)c1cccc(F)c1,i,i,x,i,17,i,i,i,i,2.4,i
COCCNC(=O)c1ccc2c(c1)nc(C)n2-c1cccc(Cl)c1,i,i,i,i,28,i,i,i,i,1.3,i
CCOc1ccc(-c2c(C(=O)N/N=C/c3ccc(O)cc3)nnn2-c2nonc2N)cc1,i,i,i,i,-10,i,i,i,i,0.2,i
Cc1cccc(NC(=O)CCC(=O)OCc2ccc(Br)cc2)c1,i,i,i,i,5,i,i,i,i,0.2,i
CCOC(=O)c1c(N)sn(-c2ccccc2C)c1=S,i,i,i,i,1,i,i,i,i,-0.1,i
Cc1ccc(Nc2c(-c3ccco3)nc3ccccn23)cc1,i,i,i,i,8,i,i,i,i,1.7,i
CCn1c(C)cc(/C=C2/SC(=O)N(C(C)C(=O)OC)C2=O)c1C (configuration not stated),i,i,i,i,14,i,i,i,i,2.3,i
Cc1ccc(-c2nnc(SCC(=O)Nc3ccc4c(c3)oc3ccccc34)n2C)c(Cl)c1,i,i,i,i,18,i,i,i,i,-0.1,i
Nc1nonc1-c1noc(N2CCCCC2)n1,i,i,i,i,17,i,i,i,-5.5*,1.2,i
O=C(NCc1ccncc1)C(=O)N/N=C/c1ccccc1OCc1ccccc1,i,i,i,i,14,i,i,i,i,1.8,i
CN(C)CCCNC(=O)/C(=C\c1ccc(-c2cccc([N+](=O)[O-])c2)o1)NC(=O)c1ccccc1,i,i,i,i,18,i,i,i,i,-0.7,i
Cc1cc(NC(=O)C(C)SCC(=O)Nc2nnc(CC(C)C)s2)no1 (configuration not stated),i,i,i,i,-1,i,i,i,i,0.0,i
CC(Oc1ccc2ccc(=O)oc2c1)C(=O)NC1CCN(Cc2ccccc2)CC1 (configuration not stated),i,i,i,i,0,i,i,i,i,0.2,i
CC1C=CCC2C(=O)N(c3cccc(C(=O)NCCc4ccccc4)c3)C(=O)C12 (configuration not stated),i,i,i,i,34,i,i,i,i,0.7,i
CCN(Cc1nc(-c2ccc(C)cc2)no1)C(=O)c1ccco1,i,i,i,i,-26,i,i,i,i,-0.8,i
Cc1csc(N/N=C/c2ccccn2)n1,i,i,i,i,4,i,i,i,i,-0.6,i
CSC1=C(C#N)C(c2ccncc2)C(C(=O)Nc2ccccc2)=C(C)N1 (configuration not stated),i,i,i,i,23,i,i,i,i,-0.5,i
O=C(CN1CCN(C(=O)C2CCCO2)CC1)Nc1ccc(Cl)c(Cl)c1 (configuration not stated),i,i,i,i,17,i,i,i,i,-0.1,i

# An excerpt; the hit share may differ from the screen's.
